Screening data deposited in PubChem by Southern Research Specialized Biocontainment Screening Center.
VEEV TC-83 Vero – inhibitors of VEEV TC-83 cytopathic effect, confirmation, Vero cells (AID 588727); Vero cells, VEEV TC-83 cytopathic effect inhibition; higher % means a stronger effect; inhibition, % at 20 µM, or IC50 in µM where a hit was titrated; 0.13% of 350,000 active; in the data active = a potency from the dose series; inconclusive = inhibition mostly from about 14% at the one dose, without a potency; inactive = the rest, 99 in 100 with inhibition below about 12%; note: strong numbers were not always called active
H1N1 NS1A inhibition – H1N1 influenza NS1A inhibitors, functional cell based assay (AID 504329); NS1A functional cell-based assay, percent inhibition; higher % means a stronger effect; inhibition, % at 12.5 µM, or IC50 in µM where a hit was titrated; 0.3% of 340,000 active; in the data active = a potency from the dose series; inconclusive = inhibition above about 27% without an active follow-up result; note: strong numbers were not always called active
M. tuberculosis – growth inhibition of non-replicating M. tuberculosis (AID 488890); Mycobacterium tuberculosis non-replicating, growth inhibition; higher % means a stronger effect; 0.39% of 320,000 active; inhibition, % at 25 µM, or IC50 in µM where a hit was titrated; in the data active = a potency from the dose series; inconclusive = inhibition mostly from about 82% at the one dose, without a potency; inactive = the rest, 99 in 100 with inhibition below about 76%;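 note: plate controls were DMSO cells for no effect and high antibiotic wells for full effect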
H37Rv inhibition – M. tuberculosis growth inhibition, HTS (AID 449762) | M. tuberculosis H37Rv growth inhibition, 7H9 media; higher % means a stronger effect | 0.59% of 330,000 active | inhibition, % at 25 µM; hits with a dose series show IC50 in µM; in the data active = a potency from the dose series; inconclusive = inhibition above about 70% without an active follow-up result;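 note: bacterial growth assessed after seven days of incubation; strong numbers were not always called active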
PhoP GFP inhibition – Inhibition of PhoP regulon, Salmonella typhi GFP reporter cells, confirmation, 4 h (AID 1850); 0.33% of 310,000 active; inhibition, % at 50 µM, or IC50 in µM where a hit was titrated; Salmonella Typhi PhoP-promoter GFP reporter, fluorescence, 4 h; higher % means a stronger effect; in the data active = a potency from the dose series; inconclusive = inhibition mostly from about 25% at the one dose, without a potency; inactive = the rest, 99 in 100 with inhibition below about 19%;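 note: 0% = induced wells with vehicle and 100% = uninduced wells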
VEEV TC-83 Vero 10K pilot screen – also measured in VEEV TC-83 Vero; calls as there; inhibition, %; measured here: 10K pilot screen inhibition
* marks the source's active call; other numbers are inactive results; i = inactive; ? = inconclusive; / = no result given; & = joins results of further samples.

SMILES	VEEV TC-83 Vero	H1N1 NS1A inhibition	M. tuberculosis	H37Rv inhibition	PhoP GFP inhibition	others
CCCCn1c(CCNC(=O)c2cccs2)nc2ccccc21	0.8%	-7%	19%	-1%	2%
COc1cccc(C2=NOC(C(=O)Nc3cccnc3Cl)C2)c1 (stereo not drawn)	2.4%	-5%	7%	1%	-3%
CSc1ccc(C2=C/C(=C3/SC(=S)NC3=O)c3ccccc3O2)cc1	i	18%	/	/	/
CN(C)c1nc2sc3c(c2c(=O)n1C)CC(C)(C)OC3	1.9%	2%	-12%	0%	-2%
c1ccc(CCC2=NCCn3cccc32)cc1	0.0%&1.0%	5%&6%	11%	-3%	12%
O=C(Cn1c(=O)c2c(ncn2Cc2ccccc2)n(Cc2ccccc2)c1=O)NC1CC1	i	2%	-12%	2%	0%
CCOc1ccccc1NC(=O)C1CC2CCCC(C1)C2=O (stereo not drawn)	3.3%	1%	-1%	-6%	-2%
COc1ccccc1C(=O)Nc1c2c(nn1-c1ccc(Cl)cc1)CS(=O)(=O)C2	i	-4%	5%	-7%	-6%
CC(=O)N1c2ccc(S(=O)(=O)N(C)Cc3ccco3)cc2CC1C (stereo not drawn)	7.1%	-1%	-3%	3%	2%
CC(=O)Nc1cc(C(=O)OCc2cccc([N+](=O)[O-])c2)ccc1C	1.4%	-17%	13%	5%	-5%
COC(=O)CN1C(=S)N(c2ccc(F)cc2)C(=O)C1CC(=O)Nc1ccc(F)cc1 (stereo not drawn)	2.5%	6%	-10%	-2%	8%
Cc1ccccc1C(=O)NC(=S)NCc1ccccc1	i	3%	39%	5%	-2%
O=C(Cc1ccc(N2CCNC2=O)cc1)N1CCCC(Nc2cccc(F)c2)C1 (stereo not drawn)	i	0%	8%	3%	-19%
CCOC(=O)C1CCN(S(=O)(=O)c2cccc(-c3cn4cc(C)ccc4n3)c2)CC1	i	2%	4%	0%	13%
COc1cc(NS(=O)(=O)c2ccc(NC(=O)/C(=C\c3ccccc3OC)NC(=O)c3ccccc3)cc2)nc(OC)n1	0.2%	-9%	50%	1%	1%
O=C(Nc1cccc(F)c1)NC1CCCCCCC1	1.8%	-3%	60%	?	-8%
CC(C)(C)c1ccccc1NC(=S)NCc1ccccc1	2.2%	10%	53%	1%	-8%
Cc1c(NC(=O)c2c(N)sc3c2CCCC3)c(=O)n(-c2ccccc2)n1C	1.3%	-8%	18%	7%	-21%
COCCCNC(=O)CN(c1cc(Cl)ccc1OC)S(=O)(=O)c1ccc(C)c([N+](=O)[O-])c1	1.7%	-5%	25%	-3%	-4%
CCNS(=O)(=O)c1ccc(CCC(=O)N2CCN(Cc3ccccc3)CC2)cc1	i	3%	6%	1%	-5%
COc1ccccc1OCCNC(=O)CCNC(=O)c1ccccc1OC	1.9%	-8%	-12%	-5%	/
COc1cc(C2c3cc(O)c(OC)cc3CC3C(=O)OCC32)ccc1O (stereo not drawn)	0.6%	-5%	/	/	/
O=C(COC(=O)Cc1ccc(Cl)cc1)Nc1cc(S(=O)(=O)N2CCOCC2)ccc1N1CCCC1	0.9%	-3%	0%	-6%	-9%
COc1ccccc1NC(=O)c1c(O)c2ccccc2[nH]c1=O	5.1%	-13%	-3%	6%	2%
COCCNC(=S)N(CCc1c(C)[nH]c2ccc(C)cc12)Cc1cccnc1	1.0%	4%	4%	3%	-2%
COc1ccccc1NC(C)=[N+](C)CCNS(=O)(=O)c1ccc(Cl)cc1	0.5%	-10%	1%	-6%	-4%
N#C/C(=C\C=C\c1ccccc1)c1nc(-c2ccc(Cl)cc2)cs1	i	-4%	4%	59%	4%
CC(/C=C/c1ccc2c(c1)OCO2)=N/NC(=O)c1ccncc1	4.8%	-3%	?	?	10%
CCOC(=O)c1sc2ncnc(NCc3ccco3)c2c1C	5.6%	-14%	61%	0%	7%
C/C(=N\Nc1ccc([N+](=O)[O-])cc1[N+](=O)[O-])c1cc2c(ccc3ccccc32)oc1=O	/	/	-4%	1%	5%

Retrieved one by one from above:
SMILES	VEEV TC-83 Vero	H1N1 NS1A inhibition	M. tuberculosis	H37Rv inhibition	PhoP GFP inhibition	others
O=C(COC(=O)Cc1ccc(Cl)cc1)Nc1cc(S(=O)(=O)N2CCOCC2)ccc1N1CCCC1	0.9%	-3%	0%	-6%	-9%
COc1cc(C2c3cc(O)c(OC)cc3CC3C(=O)OCC32)ccc1O (stereo not drawn)	0.6%	-5%	/	/	/
CC(/C=C/c1ccc2c(c1)OCO2)=N/NC(=O)c1ccncc1	4.8%	-3%	?	?	10%
Cc1c(NC(=O)c2c(N)sc3c2CCCC3)c(=O)n(-c2ccccc2)n1C	1.3%	-8%	18%	7%	-21%

More structures follow.
SMILES	VEEV TC-83 Vero	H1N1 NS1A inhibition	M. tuberculosis	H37Rv inhibition	PhoP GFP inhibition	others
CCN1C(=O)C(C(=O)NC(C)c2ccccc2)C2CC1(C)Oc1ccccc12 (stereo not drawn)	0.3%	0%	-10%	-1%	-5%
COc1ccc(NS(=O)(=O)c2ccc3nc(COc4ccc(Cl)c(C)c4)[nH]c3c2)cc1	2.1%	6%	-12%	5%	-3%
Cc1ccccc1N(C(=O)CS(=O)CC(=O)Nc1ccc(F)cc1)C(C)C(=O)NC(C)(C)C (stereo not drawn)	1.6%	10%	-5%	-5%	2%
O=C(CSc1ncccn1)N1CCCCCC1	1.8%	-1%	0%	0%	/
CCn1cc(C(=O)OCC(=O)N(C)C2CCS(=O)(=O)C2)c(=O)c2ccc(C)nc21 (stereo not drawn)	i	3%	0%	-16%	-3%
COc1ccc(-c2nn(-c3ccccc3)cc2C2CC(c3cccs3)=NN2C(=O)CCC(=O)O)cc1 (stereo not drawn)	1.5%	-11%	4%	10%	-11%
O=C(NCC(c1ccc(F)cc1)N1CCOCC1)c1ccc(Br)o1 (stereo not drawn)	i	-4%	9%	5%	-1%
Cc1ccc(NC(=O)C2=NNC(=O)CC2)cc1F	0.3%	1%	17%	-6%	7%
Fc1cccc(F)c1-c1nc2c(s1)CCc1onc(-c3ccc(Br)cc3)c1-2	0.5%	1%	14%	7%	2%
O=C(Cc1ccc(Cl)cc1)Nc1cccc(S(=O)(=O)N2CCCCC2)c1	3.5%	-3%	4%	-4%	/
O=C(NCc1ccc(F)cc1)C1CCCN(C(=O)Nc2ccc(F)cc2)C1 (stereo not drawn)	i	-5%	-6%	0%	11%
Cc1ccc(S(=O)(=O)N2CCN(C(=O)CCc3nc4ccccc4c(=O)[nH]3)CC2)c(C)c1	10%	-6%	11%	-4%	1%
CN(CCO)C(=O)c1ccc(-c2nn(C)c(=O)c3ccccc23)cc1	1.4%	-4%	8%	-3%	8%
O=c1cc(-c2ccccc2)oc2ccc(O)cc12	1.7%	11%	9%	?	-1%
CC(C)COc1ccc(C(=O)Nc2scc(-c3ccc(Cl)cc3Cl)c2C(N)=O)cc1	i	-24%	16%	23%	-17%

A draw from above in order of SMILES length, low to high:
SMILES	VEEV TC-83 Vero	H1N1 NS1A inhibition	M. tuberculosis	H37Rv inhibition	PhoP GFP inhibition	others
O=c1cc(-c2ccccc2)oc2ccc(O)cc12	1.7%	11%	9%	?	-1%
O=C(Cc1ccc(Cl)cc1)Nc1cccc(S(=O)(=O)N2CCCCC2)c1	3.5%	-3%	4%	-4%	/
CCn1cc(C(=O)OCC(=O)N(C)C2CCS(=O)(=O)C2)c(=O)c2ccc(C)nc21 (stereo not drawn)	i	3%	0%	-16%	-3%

Going on with the list.
SMILES	VEEV TC-83 Vero	H1N1 NS1A inhibition	M. tuberculosis	H37Rv inhibition	PhoP GFP inhibition	others
Cc1ccc(NC(=O)COC(=O)CSC(=S)N2CCOCC2)cc1	1.2%	-8%	13%	-6%	-4%
Cc1ccsc1C(=O)OCC(=O)N(Cc1ccccc1)C(C)C	0.6%	-1%	22%	-5%	/
COc1ccc(CN=C(Nc2ccccc2)SC2CC(=O)N(C)C2=O)cc1 (stereo not drawn)	9.9%	0%	6%	11%	-2%
CC(CCc1ccccc1)NC(=O)c1ccc(F)cc1 (stereo not drawn)	0.3%	-5%	66%	6%	-1%
COP(=O)(OC)C(NC(=O)/C=C/c1ccccc1)C(Cl)(Cl)Cl (stereo not drawn)	3.1%	-3%	32%	-4%	-2%
N#CCC(CNc1ncc(C(F)(F)F)cc1Cl)OC(=O)c1cccc(C(F)(F)F)c1 (stereo not drawn)	0.2%	4%	4%	1%	-14%
O=C(Cn1cncn1)NCc1cccc(C(F)(F)F)c1	1.0%	-12%	3%	1%	-8%
Cc1ccc(S(=O)(=O)/C(C#N)=C/c2c(N3CCCCC3)nc3ccccn3c2=O)cc1	i	/	36%	-13%	-14%
COc1ccc(Cl)cc1C(=O)NNC(=S)NC(=O)c1cc(-c2ccc(Cl)cc2)nc2ccccc12	2.4%	-5%	?	?	-9%
Cc1cc(S(=O)(=O)Nc2nc(CN3CCOCC3)nc3sc4c(c23)CCC4)cc(C)c1C	5.6%	-3%	/	/	/
CCN1CCN(Cc2c(O)ccc3c(=O)c(-c4ccc(OC)c(OC)c4)c(C)oc23)CC1	i	3%	-10%	3%	-3%
Cc1cccc(Nc2nnc(SCc3cn4ccsc4n3)s2)c1	7.7%	2%	71%	11%	-15%
CSc1ncc(CN2CCN(C3CCN(C(C)C)CC3)C(CCO)C2)cn1 (stereo not drawn)	0.1%	7%	/	/	/
Cc1cc(C)cc(NC(=S)N2CCN(C(=O)c3ccco3)CC2)c1	8.1%	-6%	3%	-5%	-8%
CC1CC(=O)N(CC(=O)NCc2ccc3c(c2)OCO3)c2ccccc2S1 (stereo not drawn)	1.7%	0%	-8%	-1%	5%
COc1ccc(NC(=O)C23CC4CC(C2)CC(n2cnc(Br)n2)(C4)C3)cc1OC	0.8%	22%	2%	-3%	-1%
CC(C)CN1C(=O)NC(NC(=O)c2cccs2)(C(F)(F)F)C1=O (stereo not drawn)	1.6%	0%	6%	0%	-1%
Cc1ccc2nc(SC(C)C(=O)NC3CCCc4ccccc43)[nH]c2c1 (stereo not drawn)	i	-4%	61%	-4%	-9%
CCSc1nc2n(n1)C(c1cccc(F)c1)C1=C(CCCC1=O)N2 (stereo not drawn)	i	-4%	-4%	-2%	4%
COc1cccc(-c2nn(Cc3ccccc3)cc2C(=O)O)c1	1.1%	2%	-3%	-2%	-9%
C[C@H]1COC2=C1C(=O)C(=O)c1c2ccc2c1CCCC2(C)C	6.2%	0%	?	?	-7%
CSc1ccccc1OCc1cc(C(=O)N2CCSCC2)no1	7.5%	0%	-6%	4%	-3%
O=C(Cc1ccccc1)Oc1cccc(-n2cnnn2)c1	0.5%	-2%	-4%	10%	-14%
C=CCn1c(SCC(=O)Nc2ccc(C(=O)O)cc2)nc2sc(C)c(C)c2c1=O	i	-2%	1%	-7%	/
CC(NC(=O)c1ccco1)C(=O)N1CCN(c2ccccc2)CC1 (stereo not drawn)	0.2%	-4%	-13%	-12%	-8%
COc1ccc(NCc2nnc(-c3ccccc3)o2)cc1	i	6%	/	9%	-8%
CC1=NN(c2ccc(Cl)cc2)C(=O)C1	0.5%	-6%	11%	63%	-2%
Cc1cccc(NC(=O)Nc2ccc(C)cc2Br)c1	0.2%	-10%	-12%	1%	-3%
CCOC(=O)N(CC)c1ccc(C(O)(C(=O)OCC)C(F)(F)F)cc1 (stereo not drawn)	2.0%	5%	-13%	1%	3%
O=C(/C=C(\c1ccc(Cl)cc1)n1cncn1)c1ccc(Cl)cc1	i	5%	17%	-11%	6%
COCCN(C(=O)c1ccco1)C(C(=O)NC1CCCC1)c1cccs1 (stereo not drawn)	4.4%	-1%	13%	-2%	-3%
CC(C)(C)OC(=O)N1CCN(c2ccc(NC(=O)Cn3nnc(-c4ccccc4)n3)cc2)CC1	1.7%	9%	6%	-10%	-8%
COc1cccc(CNC(=O)c2nnn(CC(=O)Nc3ccc(C)c(C)c3)c2N)c1	1.2%	-2%	-9%	-6%	-1%
N#Cc1ccccc1NC(=O)Nc1cccs1	0.1%	0%	0%	-15%	-3%
O=C(COC(=O)/C=C/c1cccc(Br)c1)NC1CCCCCC1	1.0%	-1%	3%	-3%	/
CCCCCc1cc(=O)oc2c(C(CCN3CCCC(C)C3)c3ccc4c(c3)OCO4)c(OC)cc(OC)c12 (stereo not drawn)	i	16%	?	?	-21%	VEEV TC-83 Vero 10K pilot screen=0.0
CN(C)C(/C=C/Nc1ccc(O)cc1)=C(C#N)C#N	1.5%	0%	4%	?	-8%
CCOCc1cnc(C)nc1NCC(=O)c1c(C)n(C)c2ccc(OC)cc12	i	-3%	/	/	/
CCn1c2ccc(/C(C)=N\O)cc2c2cc(/C(C)=N\O)ccc21	7.8%	1%	1%	-2%	-6%
CC(C)c1cc(NCCOCCO)n2c(nc3ccccc32)c1C#N	0.6%	-2%	-15%	2%	-3%
